# Source: PubChem
# GalR3 antag – blocks the human galanin receptor 3; inhibition, % at 3 µM; 360,000 compounds, 0.44% hits; AID 651719; HEK293 GalR3-CNG cAMP membrane potential fluorescence; galR3 body fused to GalR1 C-terminus; O60755;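 active means inhibition above the screen-wide average plus 3 SD, cut at about 13% in these data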;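 further: forskolin and galanin both at EC90 stimulate the cells; cAMP rise reported by CNG channel membrane potential dye signal; 0% = forskolin plus galanin with DMSO and 100% = forskolin alone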
# IMP-1 inhibitor – inhibitors of Pseudomonas aeruginosa IMP-1 metallo-beta-lactamase. inhibition, % at 5.6 µM. 290,000 compounds, 0.45% hits. AID 1556. purified IMP-1, nitrocefin hydrolysis, epi-absorbance fluorescence;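 active means inhibition above the mean plus 3 SD of all compounds in the same screening run, cut at about 4.5% in these data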;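 further: 0% = IMP-1 with DMSO and 100% = DMSO wells lacking enzyme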
#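 System – purified recombinant IMP-1 beta-lactamase · Input – IMP-1 dispensed at 0.2 nM · Timing – 15 min preincubation plus 25 min reaction at 25 °C · Signal – Epi-absorbance fluorescence, 480 nm excitation, 530 nm emission · Measure – percent IMP-1 inhibition derived from blank-referenced optical density · Controls – Enzyme-plus-DMSO low control, enzyme-free DMSO high control · Replication – singlicate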
# HCV NS3 hel inh – blocks Hepatitis C virus NS3 helicase unwinding; NS3 helicase DNA unwinding, Cy5 molecular beacon fluorescence; 290,000 compounds, 0.56% hits; AID 1800; inhibition, % at 10.9 µM;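 active means inhibition above the mean of all tested compounds plus 3 SD, set per campaign, cut at about 35% in these data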;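 further: 0% = DMSO wells and 100% = thioflavine S control wells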
#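 Test system: hepatitis C virus NS3 helicase domain fragment enzyme. Also added: annealed dual-labelled DNA beacon duplex, ATP-started. Timing: 60 min unwinding reaction at 25 °C after ATP addition. Technique: Cy5 fluorescence. Measure: % inhibition of unwinding.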
# IDE cell activ – activators of human insulin-degrading enzyme in cells. P14735. HEK cells, FAbeta-B cleavage, fluorescence polarization; 0% vehicle, 100% cell-free pure enzyme wells. activation, % at 5.96 µM. 340,000 compounds, 0.073% hits. AID 493087;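 active means activation above the mean of all tested compounds plus 3 SD, set per screening campaign, cut at about 17% in these data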
# Target sequence (P14735 whole entry, looked up): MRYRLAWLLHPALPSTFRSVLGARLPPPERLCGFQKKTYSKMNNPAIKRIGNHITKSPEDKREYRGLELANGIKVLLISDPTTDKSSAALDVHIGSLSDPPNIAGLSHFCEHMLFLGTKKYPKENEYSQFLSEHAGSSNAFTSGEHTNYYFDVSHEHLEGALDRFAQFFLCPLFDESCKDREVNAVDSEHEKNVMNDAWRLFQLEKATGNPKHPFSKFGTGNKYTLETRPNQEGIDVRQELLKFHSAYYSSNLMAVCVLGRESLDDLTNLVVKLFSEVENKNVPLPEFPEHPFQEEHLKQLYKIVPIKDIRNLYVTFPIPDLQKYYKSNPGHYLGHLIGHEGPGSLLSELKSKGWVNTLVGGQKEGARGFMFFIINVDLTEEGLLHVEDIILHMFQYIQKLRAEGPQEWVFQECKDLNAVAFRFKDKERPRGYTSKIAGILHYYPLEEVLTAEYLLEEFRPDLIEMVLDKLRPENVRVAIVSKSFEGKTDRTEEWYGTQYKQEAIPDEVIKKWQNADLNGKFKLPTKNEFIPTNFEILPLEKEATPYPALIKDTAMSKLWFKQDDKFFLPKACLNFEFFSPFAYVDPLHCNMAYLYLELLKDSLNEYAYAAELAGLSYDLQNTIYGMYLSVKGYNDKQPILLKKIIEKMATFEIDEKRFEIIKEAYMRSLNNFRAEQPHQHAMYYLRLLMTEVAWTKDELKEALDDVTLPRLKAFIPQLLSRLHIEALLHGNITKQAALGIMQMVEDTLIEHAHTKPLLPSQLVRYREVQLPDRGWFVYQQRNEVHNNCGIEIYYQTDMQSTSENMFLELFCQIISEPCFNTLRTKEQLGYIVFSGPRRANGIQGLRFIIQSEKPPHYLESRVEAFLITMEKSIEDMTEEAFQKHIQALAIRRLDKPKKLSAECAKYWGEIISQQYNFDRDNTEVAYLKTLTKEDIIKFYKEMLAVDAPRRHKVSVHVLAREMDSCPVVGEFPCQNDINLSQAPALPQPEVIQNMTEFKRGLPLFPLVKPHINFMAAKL
# VIM-2 inhibitor – inhibitors of Pseudomonas aeruginosa VIM-2 metallo-beta-lactamase; purified VIM-2, nitrocefin hydrolysis, epi-absorbance fluorescence; inhibition, % at 5.6 µM; 290,000 compounds, 0.89% hits;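 active means inhibition above the mean of all tested compounds plus 3 SD, cutoff set per screening run, cut at about 7.5% in these data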;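 further: red hydrolysis product quenches plate fluorescence so inhibitors raise well fluorescence; 0% = enzyme with DMSO and 100% = DMSO without enzyme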
# pCIP destab – lowers stability of the mouse p/CIP coactivator protein; Q05BA5; F442A p/CIP-EGFP cells, EGFP fluorescence, 16 h; 290,000 compounds, 0.01% hits; decrease of EGFP signal, % at 10 µM;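 active means EGFP signal decrease of at least 30% at 10 µM or well 3 SD below plate mean, unless failing retest; inactive means the rest, including hits failing retest or dose response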; further: some compounds called inactive have numbers as strong as hits; many of its hits are not listed in these tables
# CRFBP-R2 block – CRF-BP/CRF-R2 complex antagonism; HEK293 CRF-R2/CRF-BP, CRF-induced calcium fluorescence; AID 588475; inhibition, % at 11.8 µM; 350,000 compounds, 0.59% hits;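 active means inhibition of the ligand-induced calcium signal above about 50% at the single tested concentration, limit read from the data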
# SUMO HTRF inh – inhibitors of human SUMOylation (UBC9); P63279; HTRF SUMOylation assay, SAE1/SAE2 + UBC9, in vitro; inhibition, % at 35 µM; 290,000 compounds, 0.36% hits; in the data active means inhibition above about 50%, passing the limit was not always enough; further: strong numbers were not always called active
# IDE cell inh – inhibits human insulin-degrading enzyme in HEK cells | P14735 | FAbetaB cleavage, fluorescence polarization | inhibition, % at 5.59 µM | 320,000 compounds, 0.41% hits | AID 434962;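 active means percent inhibition above the average of all tested compounds plus 3 SD, set per screening campaign, cut at about 16% in these data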;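 further: IDE supplied by intact live HEK cells; FP after avidin binding of uncleaved biotin substrate so inhibition keeps polarization high; 0% = DMSO wells and 100% = 60 µM reference IDE inhibitor Ii1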
# * = called active by the depositor; . = not tested or not shown.
nr	SMILES	HCV NS3 hel inh	IDE cell inh	IDE cell activ	GalR3 antag	VIM-2 inhibitor	SUMO HTRF inh	IMP-1 inhibitor	CRFBP-R2 block	pCIP destab
1	Fc1cccc(F)c1-n1c(CN2CCOCC2)csc1=S	-2	2	3	-9	-4.4	0	-3.6	3	-10
2	CC1CCN(S(=O)(=O)c2ccc3c(c2)oc(=O)n3CC(=O)N2c3ccccc3CC2C)CC1 (centres undefined)	-8	0	3	-2	-1.8	5	-6.0	4	-4
3	CC(=O)Nc1ccc(S(=O)(=O)NCCC(=O)NCc2ccncc2)cc1	.	2	-4	-2	.	.	.	-8	.
4	CCOC(=O)c1c(CSc2ccccc2)oc2cc(Br)c(O)c(CN(C)C)c12	-65	9	-3	-4	-0.6	23	-2.4	-2	-3
5	COc1cccc(-n2cc(C(=O)NCCCOC(C)C)c3ccccc3c2=O)c1	1	5	2	-8	-2.5	11	-2.5	-8	0
6	Cc1onc(-c2ccccc2Cl)c1C(=O)N(Cc1nc(-c2ccccc2)no1)C1CCCCC1	2	-6	8	-5	-2.1	-2	-3.6	-7	-19
7	COc1cccc(-c2nc(=S)c3c(n2CCCO)CCCC3)c1	-3	1	4	-6	1.1	14	-1.3	1	-3
8	O=C(NCCN1CCCCC1)Nc1ccc(Cl)cc1	3	-4	5	-10	-0.7	10	-2.2	-6	-19
9	COc1cccc(NC(=O)c2ccccc2Br)c1	6	-5	-1	-9	-1.6	3	-3.4	7	-10
10	CC(CNS(=O)(=O)c1ccc(Br)cc1)CN(C)C (centres undefined)	-1	1	-4	4	-2.7	14	-2.6	-12	0
11	CCc1noc(C)c1C(=O)NNC(=O)c1ccc(F)cc1	.	8	4	1	.	.	.	3	.
12	CCc1ccc(N(CC(=O)NC(C)C)C(=O)CCC(=O)Nc2ccccn2)cc1	12	1	2	0	2.5	-5	-0.3	3	9
13	COc1ccc(N2CCN(C(=O)CN3C(=O)c4ccccc4S3(=O)=O)CC2)cc1	8	3	-1	0	-1.1	-9	-1.4	-5	0
14	O=C(NC1CCN(Cc2ccccc2)CC1)c1ccccc1OCc1ccccc1Cl	-29	1	5	-5	-0.8	10	-1.5	-4	-6
15	O=C(CSCc1ccc(Br)cc1)NCCc1ccccc1	-5	-10	5	-9	-2.2	10	-2.6	-5	4
16	COc1cccc(OC)c1C(=O)Nc1ccc(C)cc1C(=O)c1ccccc1	-5	-3	0	-3	-2.2	13	0.4	8	-12
17	COc1ccc(CCC(=O)Nc2ccc3c(c2)OCO3)cc1OC	8	2	3	-6	0.1	-14	-1.3	13	-4
18	O=C1NCCCC1C(=O)N/N=C/c1cccc([N+](=O)[O-])c1 (centres undefined)	-12	4	.	-3	-2.1	6	-3.0	18	-24
19	O=C(CCn1c(=S)oc2ccccc21)Nc1cccc(O)c1	0	7	1	6	-2.4	18	-3.0	10	-10
20	CCCc1nnc(NC(=O)CCC(=O)N2CCN(Cc3ccc(OC)c(F)c3)CC2)s1	1	11	4	-9	-2.6	-6	-4.0	6	-15
21	Cc1ccc(NC(=O)c2cc([N+](=O)[O-])ccc2NCc2cccnc2)cc1	-8	2	0	-1	-3.7	-24	-5.8	0	15
22	COc1cc(OC)c(OC)cc1CN1CCSCC1	-5	.	1	-2	-1.9	2	-1.5	13	-13
23	O=C(COC(=O)c1cnccn1)Nc1cccc2ccccc12	5	6	2	-5	-4.8	1	-1.6	12	2
24	COC(=O)COc1c(Cl)cc(C(c2c(C)[nH][nH]c2=O)c2c(C)[nH][nH]c2=O)cc1OC	-7	.	4	-7	-2.9	3	-3.8	2	-9
25	COc1ccc(NC(=O)CSc2ccccc2)cc1S(=O)(=O)N1CCOCC1	11	-2	3	-3	0.1	3	0.4	-4	7

# 9 compounds out of the list, arranged by molecular weight, largest number first.
nr	SMILES	HCV NS3 hel inh	IDE cell inh	IDE cell activ	GalR3 antag	VIM-2 inhibitor	SUMO HTRF inh	IMP-1 inhibitor	CRFBP-R2 block	pCIP destab
24	COC(=O)COc1c(Cl)cc(C(c2c(C)[nH][nH]c2=O)c2c(C)[nH][nH]c2=O)cc1OC	-7	.	4	-7	-2.9	3	-3.8	2	-9
16	COc1cccc(OC)c1C(=O)Nc1ccc(C)cc1C(=O)c1ccccc1	-5	-3	0	-3	-2.2	13	0.4	8	-12
21	Cc1ccc(NC(=O)c2cc([N+](=O)[O-])ccc2NCc2cccnc2)cc1	-8	2	0	-1	-3.7	-24	-5.8	0	15
10	CC(CNS(=O)(=O)c1ccc(Br)cc1)CN(C)C (centres undefined)	-1	1	-4	4	-2.7	14	-2.6	-12	0
7	COc1cccc(-c2nc(=S)c3c(n2CCCO)CCCC3)c1	-3	1	4	-6	1.1	14	-1.3	1	-3
1	Fc1cccc(F)c1-n1c(CN2CCOCC2)csc1=S	-2	2	3	-9	-4.4	0	-3.6	3	-10
19	O=C(CCn1c(=S)oc2ccccc21)Nc1cccc(O)c1	0	7	1	6	-2.4	18	-3.0	10	-10
23	O=C(COC(=O)c1cnccn1)Nc1cccc2ccccc12	5	6	2	-5	-4.8	1	-1.6	12	2
22	COc1cc(OC)c(OC)cc1CN1CCSCC1	-5	.	1	-2	-1.9	2	-1.5	13	-13

# Continued.
nr	SMILES	HCV NS3 hel inh	IDE cell inh	IDE cell activ	GalR3 antag	VIM-2 inhibitor	SUMO HTRF inh	IMP-1 inhibitor	CRFBP-R2 block	pCIP destab
26	O=[N+]([O-])c1ccc(N/N=C/c2sc(N3CCOCC3)nc2-c2ccccc2)c(S(=O)(=O)Nc2ccccc2Cl)c1	11	.	1	-5	-0.1	48	0.0	-39	-227
27	CC1(C(=O)OCC(=O)Nc2ccccc2)CC1(Cl)Cl (centres undefined)	2	2	2	5	1.2	13	-1.8	1	4
28	COc1cc(OC)nc(S(C)(=O)=O)n1	-5	4	1	-2	0.4	10	-0.9	10	-6
29	CCOC(=O)c1cc(S(=O)(=O)Nc2ccc(F)cc2F)cn1C	1	0	5	-6	-4.3	.	-1.5	72*	-16
30	CC(C)CCc1noc(CN(CC2CCC2)CC2CCCO2)n1 (centres undefined)	4	2	5	4	-2.1	-3	-2.7	-35	-2
31	O=C(COC(=O)c1ccc(S(=O)(=O)NCc2ccco2)cc1)NCc1ccc(F)cc1	.	-5	4	-11	.	.	.	3	.
32	C/C(=N\Nc1cc(C)nc(-c2ccccc2O)n1)c1ccccc1	-7	0	-5	-4	-1.6	13	-3.6	-66	-16
33	COc1ccc(-c2cc(C(=O)N(C)Cc3cccc(OC)c3OC)c3ccccc3n2)cc1OC	-14	-8	-3	-4	-2.0	21	-1.1	-4	-8
34	CC(C)(C)NC(=O)c1ccc(NC(=O)c2ccccc2-c2ccccc2C(=O)O)cc1	0	-4	1	-5	-1.3	19	-1.2	-12	-4
35	CCOC(=O)c1ccc(NC(=O)NNC(=O)CCc2ccc(OC)cc2)cc1	6	.	4	-1	-4.5	13	0.5	-6	3
36	Cc1nn(-c2ccccc2)c(C)c1/C=C1\C(=O)N(C)C(=S)N1C	10	5	1	-2	-2.0	0	-2.6	3	-2
37	Cc1ccccc1NC(=O)c1ccc(CN2CC(=O)N3CCCCC3C2=O)cc1 (centres undefined)	-2	-3	3	.	-3.7	17	-3.4	-29	6
38	C=CCc1cccc(OC)c1OCCOCCNCCO	8	-3	1	-5	-2.6	7	-4.3	-13	-1
39	Brc1ccc(N=Nc2ccc3ccccc3n2)cc1	10	8	-2	-4	-0.3	5	0.1	-13	-1
40	COc1ccc(C)cc1NC(=O)COC(=O)CCC(=O)c1cccs1	.	-5	4	-1	.	.	.	-2	.
41	CCc1ccc(N(CC(=O)Nc2ccc(OC)cc2OC)S(C)(=O)=O)cc1	-5	2	3	-4	-1.0	7	-3.2	24	4
42	O=C(CN(C1CCCCC1)S(=O)(=O)c1ccccc1)NCC1CCCO1 (centres undefined)	-5	.	4	-7	-3.5	9	-1.2	-1	5
43	CC(C)(C)OC(=O)CN1C(=O)S/C(=C\c2ccc(-c3cccc(C(=O)O)c3)o2)C1=O	-39	4	.	.	-1.9	9	-2.7	.	-14
44	COc1ccc(C(C)=O)cc1CN1C(=O)NC2(CCCCC2)C1=O	-4	0	5	-3	0.9	23	-2.4	-25	2
45	Cc1ccccc1NC(=O)c1c(-c2ccccc2)noc1C	-2	0	-3	-6	-1.3	2	-2.2	4	-9
46	COCCc1nnc(NC(=O)C23CC4CC(CC(C4)C2)C3)s1	-26	4	1	2	0.2	4	-2.8	-52	0
47	O=C(O)CSc1nc(-c2ccccc2)nc2c1CCCC2	18	4	7	-1	4.0	2	0.0	-4	-8
48	NC(=O)c1cc2cc(Br)ccc2o/c1=N/NC(=O)c1cccc(F)c1	7	.	5	2	-3.1	29	-5.2	-24	1
49	CCCCC(=O)Nc1ccc(NC(=O)c2ccc(C)c([N+](=O)[O-])c2)cc1OC	-8	5	1	-2	-1.2	-8	-1.3	10	0
50	Cc1sc2nc(SCC(=O)NCc3ccco3)n(CCc3ccccc3)c(=O)c2c1C	23	0	2	-4	1.4	17	-0.6	-8	-9
51	CCOC(=O)C1CCN(CC(O)COc2ccc(C(=O)CC)cc2)CC1 (centres undefined)	2	5	0	-1	-2.6	26	-1.4	5	-9
52	Cc1cccc(C(=O)OC2CCN(C)CC2)c1	6	6	1	-3	-4.4	20	-3.2	2	-2
53	Cc1c2cnn(CC(=O)NCc3ccccn3)c(=O)c2c(C)n1Cc1ccccc1	19	-2	-2	.	-1.4	13	-2.8	-11	1
54	Cc1cc(C)cc(OCC(=O)OCC(=O)NCc2cccs2)c1	-8	-1	6	-7	0.3	-7	-1.7	28	-1
55	NS(=O)(=O)c1ccc(CCNC(=O)C2CCN(S(=O)(=O)c3cccc4cccnc34)CC2)cc1	-2	9	-3	.	-0.9	16	-3.3	-6	-4
56	CC1=CC(=O)OC1Cc1ccncc1 (centres undefined)	0	4	1	1	-4.5	-5	-2.2	-4	-1
57	COC(=O)CC1SCCNC1=O (centres undefined)	4	11	-4	-4	-0.7	12	-1.1	17	-17
58	O=C(CCC1CCCN(C(=O)c2ccc(F)c(F)c2)C1)N1CCN(c2ccccn2)CC1 (centres undefined)	-6	-3	-1	-2	-0.1	1	-1.0	8	-8

# Hits appear at their usual frequency; overall some 3.2% were active at least once.
